High-throughput results as filed in PubChem BioAssay.
BoNT A protease: BoNT/A light chain protease inhibitors, primary screen, biochemical, flow cytometry, MLPCN library. Botulinum neurotoxin type A light chain protease (Clostridium botulinum A str. ATCC 3502). multiplex microsphere protease substrate cleavage. inhibition, % at 10 µM. 360,000 compounds, 0.17% hits. AID 588499, 2011; in the data active = inhibition above about 30%; inconclusive = no clear call, values can overlap the other calls; also: plate controls were buffer without enzyme for full effect and enzyme alone for no effect
Mtb UGM inh: M. tuberculosis UGM enzyme inhibitors, primary screen, biochemical, fluorescence polarization, single point; UDP-galactopyranose mutase (Mycobacterium tuberculosis (strain ATCC 25618 / H37Rv)), …; purified UGM, fluorescence polarization probe displacement; inhibition, % at 10 µM; 320,000 compounds, 0.06% hits; in the data active = inhibition above about 10%, passing the limit was not always enough; inconclusive = no clear call, values can overlap the other calls
Target sequence (P9WIQ1 whole entry, looked up): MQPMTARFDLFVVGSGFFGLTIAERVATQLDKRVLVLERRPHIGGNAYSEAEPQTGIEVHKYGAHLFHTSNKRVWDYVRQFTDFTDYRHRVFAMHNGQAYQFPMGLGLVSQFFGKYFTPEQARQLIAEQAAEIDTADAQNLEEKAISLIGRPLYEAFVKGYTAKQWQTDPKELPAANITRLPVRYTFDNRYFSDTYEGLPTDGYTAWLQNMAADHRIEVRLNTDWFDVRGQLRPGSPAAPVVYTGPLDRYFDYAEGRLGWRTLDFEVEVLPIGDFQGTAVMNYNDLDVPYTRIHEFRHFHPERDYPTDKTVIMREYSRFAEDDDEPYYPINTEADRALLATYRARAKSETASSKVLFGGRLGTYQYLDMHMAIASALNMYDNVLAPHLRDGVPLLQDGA
CCHF vOTU inh: CCHFV vOTU protease inhibitors, primary screen, biochemical, Pep-AMC substrate, fluorescence; inhibition, % at 11.5 µM; 370,000 compounds, 0.55% hits; AID 651958, 2012; also: 0% = vehicle wells with enzyme and 100% = no enzyme wells
BioA inh: M. tuberculosis BioA enzyme inhibitors, primary screen, biochemical, plate reader, single point, HTS; 7,8-diaminopelargonic acid synthase BioA (Mycobacterium tuberculosis); purified M. tuberculosis BioA enzyme; inhibition, % at 9.99 µM; 360,000 compounds, 0.096% hits; in the data active = inhibition above about 40%; inconclusive = no clear call, values can overlap the other calls
Mtb FBA inh: Mtb FBA enzyme inhibitors, primary screen, biochemical, fluorescence, strain H37Rv | Fructose-bisphosphate aldolase (Mycobacterium tuberculosis (strain ATCC 25618 / H37Rv)), … | purified M. tuberculosis FBA, fluorescence read-out | 360,000 compounds, 2.3% hits | inhibition, % at 1 µM | AID 588726, 2011; in the data active = inhibition above about 27%;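 also: 0% = vehicle and 100% = reference inhibitor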
Target sequence (P9WQA3 whole entry, looked up): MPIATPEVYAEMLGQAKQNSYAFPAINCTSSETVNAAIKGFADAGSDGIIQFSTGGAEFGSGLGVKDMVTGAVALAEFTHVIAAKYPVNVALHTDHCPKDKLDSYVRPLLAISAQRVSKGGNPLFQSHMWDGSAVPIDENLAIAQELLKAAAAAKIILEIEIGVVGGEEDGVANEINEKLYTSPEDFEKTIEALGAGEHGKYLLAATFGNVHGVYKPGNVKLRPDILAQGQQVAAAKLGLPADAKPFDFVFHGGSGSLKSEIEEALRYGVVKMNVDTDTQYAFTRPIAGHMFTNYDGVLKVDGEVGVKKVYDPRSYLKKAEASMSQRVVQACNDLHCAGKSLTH
BoNT F protease: BoNT/F light chain protease inhibitors, primary screen, biochemical, flow cytometry, MLPCN library; Multiplex microsphere protease cleavage assay; inhibition, % at 10 µM; 360,000 compounds, 0.22% hits; AID 588497, 2011; in the data active = inhibition above about 35%, passing the limit was not always enough; inconclusive = no clear call, values can overlap the other calls; also: plate controls were buffer without enzyme for full effect and enzyme alone for no effect
GDH-TPI counter: GDH-TPI coupling enzyme inhibitors, primary screen, artefact control for M. tuberculosis FBA inhibitor project, biochemical, absorbance, full deck | GDH-TPI coupled enzyme counterscreen, NADH absorbance | inhibition, % at 4.8 µM | 360,000 compounds, 1.2% hits | AID 588335, 2011;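 also: 0% = DMSO wells and 100% = wells lacking the enzyme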
PrPC TRFRET: inhibitors of human cell surface prion protein PrPC, primary screen, cell-based, TR-FRET; TR-FRET read-out; AID 720596, 2013; inhibition, % at 13.8 µM; 370,000 compounds, 0.43% hits; Major prion protein (Homo sapiens), P04156; in the data active = inhibition above about 24%; also: 0% = median of the test wells and 100% = reference compound wells
FadD28 FP inh: inhibitors of FadD28 bisubstrate probe binding, primary screen, biochemical, fluorescence polarization, single point; Mycobacterium tuberculosis FadD28 fatty-acid-AMP ligase; inhibition, % at 12.5 µM; 360,000 compounds, 0.22% hits; AID 588549, 2011; in the data active = inhibition above about 8.5%, passing the limit was not always enough; inconclusive = no clear call, values can overlap the other calls
* marks the source's active call; other numbers are inactive results; ? = inconclusive; . = not tested or not shown. Rule as the data show it, unless noted: active = inhibition above about 30%; inactive = the rest.

SMILES	BoNT A protease	Mtb UGM inh	CCHF vOTU inh	BioA inh	Mtb FBA inh	BoNT F protease	GDH-TPI counter	PrPC TRFRET	FadD28 FP inh
Cc1cc(Cl)ccc1OCC(=O)O	0.4	0.4	10	-2.3	0	-2	-6	8	-1.0
CC(C)CNC(=O)C(=O)NCCC1CCCCN1S(=O)(=O)c1cccs1 (stereo not drawn)	2.6	-0.7	-3	-1.2	3	5	-2	-3	-2.1
CC1CCN(CC(=O)Nc2sc3c(c2C#N)CCC3)CC1	-0.7	0.8	15	-0.2	0	2	1	3	0.0
CCC(CC)C(=O)Nc1cccc(/C(C)=N/NC(=O)c2ccccc2Cl)c1	0.2	1.4	-9	0.2	-1	-7	-3	-7	0.1
CN1C(=O)/C(=C2\SC(=S)N(NC(=O)c3cccnc3)C2=O)c2ccccc21	3.7	-1.2	5	-1.2	-3	?	25	5	-1.8
Cc1cncc(NCc2cccc(Cl)c2)n1	-1.0	.	-90	0.1	118*	-11	4	7	-4.0
Cc1ccc(NC(=O)c2oc3ccccc3c2NC(=O)C2CCCO2)cc1C (stereo not drawn)	-0.3	-1.6	5	.	-3	-2	4	18	-3.5
C/C(=C\C(=O)c1ccncc1)Nc1ccccc1O	-0.2	2.0	5	.	-1	-14	16	-13	-0.9
COc1cc(C)ccc1OCCOc1c(C)cccc1Cl	0.5	-0.5	11	.	15	-1	-3	4	-2.2
Cc1ccc(S(=O)(=O)N2CCOCC2)cc1C(=O)NC(=S)N1CC(C)OC(C)C1 (stereo not drawn)	-0.3	-0.6	-2	-0.3	-7	-2	-19	12	-3.5
CC(C)C(=O)Nc1nnn(C)n1	1.2	-1.6	5	-0.4	-1	1	4	6	-1.5
Fc1ccc(Nc2ncnc3sc4c(c23)CCC4)cc1F	0.2	-0.4	6	.	-2	-2	4	1	0.0

2 compounds from above, limited to CCHF vOTU inh, BoNT F protease and BoNT A protease:
mol	CCHF vOTU inh	BoNT F protease	BoNT A protease
CC1CCN(CC(=O)Nc2sc3c(c2C#N)CCC3)CC1	15	2	-0.7
CCC(CC)C(=O)Nc1cccc(/C(C)=N/NC(=O)c2ccccc2Cl)c1	-9	-7	0.2

New compounds follow.
SMILES	BoNT A protease	Mtb UGM inh	CCHF vOTU inh	BioA inh	Mtb FBA inh	BoNT F protease	GDH-TPI counter	PrPC TRFRET	FadD28 FP inh
CC1Sc2ccc(C(=O)N(CCc3ccccc3)Cc3ccccc3)cc2NC1=O (stereo not drawn)	0.3	.	-6	-0.3	4	-7	14	15	-0.6
CC(=O)Nc1ccc(Oc2ccc3c(c2)C(=O)NC3=O)cc1	1.5	1.9	-2	1.3	2	2	-3	-10	-1.3
CC(C(=O)OCC(=O)c1ccc([N+](=O)[O-])cc1)N1C(=O)C2C3CCC(C3)C2C1=O (stereo not drawn)	-0.7	-2.8	-1	.	-3	-5	3	-3	-5.2
Cc1ccc(CN(Cc2ccco2)C(=S)NCC(=O)NCc2cccnc2)cc1	0.2	0.7	9	.	-2	-1	-2	-6	-2.4
CN(C)C(/C=C/Nc1ccc(O)cc1)=C(C#N)C#N	-0.2	-0.4	-7	.	5	4	-1	-8	0.4
Cc1cc(S(=O)(=O)Nc2nc(CN3CCOCC3)nc3sc4c(c23)CCC4)cc(C)c1C	.	.	8	0.6	2	.	-5	0	-0.7
CCOC(=O)c1[nH]c(Cc2[nH]c(C(=O)OCC)c(C)c2CCC(=O)OC)c(CCC(=O)OC)c1C	?	1.0	22	.	-1	?	5	5	-0.3
CCOc1ccc(NC(=O)CN(C)C(=O)COc2cccc3c2OC(C)(C)C3)cc1OCC	-0.7	-1.9	4	-1.1	3	-7	12	-8	-1.3
Cc1cccc(C)c1NC(=O)C1c2ccccc2OCC(=O)N1Cc1cccnc1 (stereo not drawn)	0.2	.	0	.	.	4	.	-5	.
CCN1CCN(Cc2ccc(NC(=O)c3ccc(C)c(NC(=O)c4ccnnc4)c3)cc2C(F)(F)F)CC1	-1.3	0.4	-8	9.6	3	-11	-5	1	-1.2
NC(=O)NN=C1CCC(OCc2ccccc2)CC1CC(=O)O (stereo not drawn)	-0.7	.	3	.	-1	-24	.	-9	-0.8
O=C(CSc1nnc(Cc2ccccc2)o1)NCCc1ccccc1	-1.1	0.4	12	-0.1	8	-8	12	0	-0.3
O=C(Cc1cccs1)Nc1ccccc1C(=O)O	-0.2	-0.4	11	-2.3	4	-6	8	4	0.0
COc1ccc(S(=O)(=O)N2CCN(CCOc3ccc(Br)cc3)CC2)cc1OC	0.2	1.3	19	-2.1	2	-4	1	-4	-3.0
CNc1nnc(-c2ccc(C)cc2)c2ccccc12	0.7	2.2	-4	.	0	-3	10	-12	-1.6
Cc1ccc(/C=C2\S/C(=N/S(=O)(=O)c3cccs3)NC2=O)cc1	-0.1	-0.5	6	.	-2	1	8	-1	-1.5
CCN(CC(=O)NC(C)(C)C)C(=O)C(c1ccccc1)c1ccccc1	-0.1	-2.0	-7	.	0	-2	-2	6	-0.4
O=C(COC(=O)c1c(F)cccc1Cl)NC(=O)Nc1ccc2c(c1)OCCO2	2.6	0.7	-1	-1.6	1	4	8	0	.
CSc1ccc(C(O)c2ncc(-c3cccc(OCc4ccccc4)c3)[nH]2)cc1 (stereo not drawn)	-0.3	.	18	-2.7	2	-6	8	-2	-1.4
COC(=O)c1ccc(SCC(=O)NC2CCCC2)c([N+](=O)[O-])c1	-2.2	0.5	-5	.	0	-19	-4	-3	-2.4
CC1(C)CC(=O)C(CS(=O)(=O)c2ccccc2)=C(Cl)C1	-1.9	-2.5	-8	-0.7	3	-8	1	2	-0.8
COc1ccc(C(C)=O)cc1CN1CC=C(c2ccccc2)CC1	3.1	-2.1	.	.	0	6	2	.	-0.3
O=C(COc1coc(CN2CCN(c3ccccc3)CC2)cc1=O)Nc1ccccc1F	5.5	.	1	-1.9	4	20	7	0	-0.1
Fc1cccc(/C=N/NC(=S)Nc2ccccc2Cl)c1	0.1	1.9	17	.	0	-3	10	10	0.0
Cc1ccc(NC(=O)C(=Cc2ccc(C(=O)O)cc2)C(=O)Nc2ccc(C)cc2C)c(C)c1	1.0	1.8	.	.	4	8	13	.	0.7
COC(=O)c1ccc(NC(=O)Nc2cccc(F)c2)cc1	-0.3	0.4	-1	1.5	-1	-10	2	22	-5.5
CCC(C)c1ccccc1NC(=O)C(C)OC(=O)c1ccco1 (stereo not drawn)	-3.8	0.3	5	-1.7	0	?	-5	-2	-3.8
CCOC(=O)C1CCCN(C(=O)C(=O)Nc2ccc3nc4n(c(=O)c3c2)CCCCC4)C1 (stereo not drawn)	-0.4	3.6	0	0.5	3	-3	2	10	-0.3
Cc1ccc(C(=O)Nc2ccc3c(c2)OCO3)cc1S(=O)(=O)N1CCCC1	-0.3	-1.7	2	5.1	1	-2	3	11	2.0
CCC(c1nc2ccccc2c(=O)n1CCCn1ccnc1)N1C(=O)c2ccccc2C1=O (stereo not drawn)	1.0	-3.3	-14	0.8	-5	8	11	-6	-4.0
NC1=C(c2ccc([N+](=O)[O-])cc2)C(=O)CO1	-0.3	2.1	18	.	0	1	17	-28	0.6
CCCN(CCC)C1=CC(=[N+]2CCCC2)CC(C)(C)C1	-0.1	-1.3	22	.	-3	-5	46*	13	-1.3
O=C(Nc1nc(-c2cccs2)cs1)c1ccc(S(=O)(=O)N2CCCCC2)cc1	-0.3	1.1	1	-2.7	0	-7	2	6	-3.3
COc1ccc(N(CC(=O)Nc2cc(OC)cc(OC)c2)S(=O)(=O)c2c(C)n[nH]c2C)cc1	0.3	1.0	17	-0.4	0	-8	3	4	-5.9
COc1ccc(-n2cc(-c3ccc(C)cc3)[n+]3c2SCC3)cc1	-0.4	1.0	-21	.	0	-7	12	7	0.7
Cc1cccc(OCCNC(=O)c2ncn[nH]2)c1	-0.7	-1.8	6	-0.2	0	-6	2	2	-3.3
COc1ccc(C)cc1N(CC(=O)NC1CCCC1)C(=O)CCC(=O)Nc1cc(C)on1	-0.5	3.0	2	0.8	2	-10	-4	-2	-1.2
CN(C)CC1CCC/C(=C/c2ccc(Cl)cc2)C1=O (stereo not drawn)	-1.9	.	7	.	-1	-34	6	-3	-4.1
O=C(c1ccco1)N1CCN(Cc2cccc3ccccc23)CC1	-1.1	1.0	16	-0.5	3	-16	4	-1	-0.2
O=C(Nc1ccc2[nH]c(=O)[nH]c2c1)c1ccc(Br)o1	-0.6	-4.6	0	-1.1	0	-6	1	-2	-3.9
CN(CC(=O)Nc1cccc(F)c1)C(=O)C1CSC2(C)CCC(=O)N12 (stereo not drawn)	?	4.9	-4	0.9	7	?	8	2	-1.3
CCCNC(=O)Nc1cc(S(=O)(=O)CC)ccc1O	0.8	-0.3	11	-1.0	-1	?	13	6	-2.2
COc1ccc(CN2CCC2(C)C(=O)NCCc2c[nH]c3ccccc23)c2ccccc12 (stereo not drawn)	-0.5	.	-12	-2.6	2	-4	7	4	-0.9
Nc1ccc(Oc2ncccn2)c(Cl)c1	0.4	-1.4	-6	-1.2	-3	6	8	3	-1.7
Cc1ccc(-c2nc(CN(Cc3cnn(C)c3)C(C)C)c(C)o2)o1	-0.7	1.1	-8	.	4	-6	-1	-12	-3.3
O=C(NC(Cc1c[nH]c2ccccc12)c1nnc2n1CCCCC2)c1ccccc1 (stereo not drawn)	-1.4	0.9	-6	0.8	2	-9	2	2	-1.2
Cc1ccc2cc(CN(CCCN3CCOCC3)C(c3nnnn3Cc3ccco3)C(C)C)c(=O)[nH]c2c1C (stereo not drawn)	-4.2	0.0	-7	-0.4	1	-33	9	3	-2.9
Brc1ccc2c(c1)-c1ccccc1C1=NCCN12	0.6	.	12	-0.7	1	-15	14	10	-1.2
CC1(C)CC(=O)c2cnc(NC(=O)Cc3ccc(Cl)cc3)nc2C1	-0.2	1.2	0	-1.1	0	-6	5	4	-0.8

Among those listed so far, these have an aryl methoxy group.
SMILES	BoNT A protease	Mtb UGM inh	CCHF vOTU inh	BioA inh	Mtb FBA inh	BoNT F protease	GDH-TPI counter	PrPC TRFRET	FadD28 FP inh
COc1cc(C)ccc1OCCOc1c(C)cccc1Cl	0.5	-0.5	11	.	15	-1	-3	4	-2.2
COc1ccc(S(=O)(=O)N2CCN(CCOc3ccc(Br)cc3)CC2)cc1OC	0.2	1.3	19	-2.1	2	-4	1	-4	-3.0
COc1ccc(C(C)=O)cc1CN1CC=C(c2ccccc2)CC1	3.1	-2.1	.	.	0	6	2	.	-0.3
COc1ccc(N(CC(=O)Nc2cc(OC)cc(OC)c2)S(=O)(=O)c2c(C)n[nH]c2C)cc1	0.3	1.0	17	-0.4	0	-8	3	4	-5.9
COc1ccc(-n2cc(-c3ccc(C)cc3)[n+]3c2SCC3)cc1	-0.4	1.0	-21	.	0	-7	12	7	0.7
COc1ccc(C)cc1N(CC(=O)NC1CCCC1)C(=O)CCC(=O)Nc1cc(C)on1	-0.5	3.0	2	0.8	2	-10	-4	-2	-1.2
COc1ccc(CN2CCC2(C)C(=O)NCCc2c[nH]c3ccccc23)c2ccccc12 (stereo not drawn)	-0.5	.	-12	-2.6	2	-4	7	4	-0.9
